Source: PubChem BioAssay
Yfh1-off respiration: enhancers of respiration in Yfh1-depleted yeast, dose response, Friedreich's ataxia, plus single-dose screen (AID 1465). fold induction at 50 µM; hits with a dose series show EC50 in µM. S. cerevisiae Yfh1-off respiration, WST-1 reduction, 72 h; higher fold induction means a stronger effect. hit rate 0.074% among 220,000;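 active means fold induction of absorbance versus untreated yeast above a set limit, then at least 30% activation at any dose in follow-up; inconclusive means repeats straddling the limit, or above it without dose testing; inactive means fold induction below the set limit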;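 further: activators that raise dye reduction in frataxin-depleted yeast; strong numbers were not always called active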
HEK293 NOD2/NF-kB: NOD2 signaling inhibitors, cell-based, luminescence, uHTS, HEK293 (AID 1566) | HEK293 NOD2/NF-kB luciferase reporter, luminescence; higher % means a stronger effect | inhibition, % at 4 µM; hits with a dose series show EC50 in µM | hit rate 0.63% among 290,000; in the data active means inhibition above about 50%; further: many of its hits are not listed in these tables
WT yeast gro inh: growth inhibition of WT yeast, mitochondrial fusion screen; mitochondrial fusion phenotypic screen, WT strain; inhibition, % at 10 µM; hit rate 2.1% among 190,000; in the data active means inhibition above about 58%; tested in S. cerevisiae
Lipid droplet: hepatic lipid droplet formation modulation; hit rate 0.4% among 240,000; AID 1656; inhibition, % at 6.5 µM; AML12 mouse hepatocytes, oleate lipid droplets, BODIPY imaging;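 active means lipid droplet intensity inhibited by at least 50%, with more than 500 cells counted; inconclusive means wells with under 300 cells, treated as cytotoxic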
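Material – AML12 mouse liver cells · Also added – oleate loading, 100 µM · Compound dosing – 6.5 µM single-point dosing · Times – overnight treatment with compound plus oleate · Measured by – fluorescence imaging, 20x objective, two fields per well · Read-out – percent inhibition of filter-corrected integrated lipid droplet intensity per well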
Autophagy HCS: autophagy modulation, high-content screen | MEF GFP-LC3 puncta imaging; test concentration mostly 10 µM | calls only at 10 µM (by protocol) | hit rate 0.98% among 190,000 | AID 463193;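 active means percentage of spot-positive cells more than 3 SD above its plate mean, without a fluorescence outlier flag or 80% toxicity; inconclusive means no clear call, values can overlap the other calls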;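 further: spot-positive cell cutoff set from DMSO-treated cells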
Dynein cargo inh: blocks dynein driven cargo transport along microtubules; 3617.4 mouse cells, GR-EGFP nuclear translocation imaging; test concentration mostly 20 µM; stimulated with dexamethasone, 1 µM; stronger effect = lower value; hit rate 0.47% among 220,000; z-score, hits read low;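 active means plate z-score of nuclear minus cytoplasmic receptor signal below a set negative limit, without overly bright fluorescence or cell loss, cut at about -3.5 in these data, passing the limit was not always enough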;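 further: z-score of nuclear minus cytoplasmic ring GR-EGFP intensity difference per well; some compounds called inactive have numbers as strong as hits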
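Also added – dexamethasone, 1.0 µM final · Buffer or medium – tet-free, stripped-serum medium · Schedule – induction 48 h, compound 1 h, agonist 30 min · Detection – formaldehyde fixation, Hoechst nuclear stain, 10x automated fluorescence imaging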
MT stabilize HCS: microtubule stabilization, imaging screen | HeLa tubulin immunostaining HCS, 24 h; share of cells brighter than vehicle mean+2SD | % tubulin-high responders, % at 10 µM | hit rate 0.83% among 200,000;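 active means plate Z-score above 3 for both tubulin-high and condensed-nucleus cell shares, with cell loss under 80%, at 10 µM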;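 further: anti alpha tubulin signal scored within the nucleus-defined area of each cell; some results filed as inactive read as strong as hits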
bCat nuc transl: modulators of beta-catenin nuclear translocation. HeLa beta-catenin nuclear translocation, immunofluorescence imaging. nuclear translocation activity, % at 5 µM. hit rate 0.3% among 190,000. AID 1665;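 active means nuclear translocation activity above 50% at 5 µM, with a well cell count of 50 or more; inconclusive means wells under 50 cells across six images, flagged as toxic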;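 further: per-cell ratio of nuclear to cytoplasmic median beta-catenin stain intensity; plate controls were DMSO negative control for no effect and GSK-3 inhibitor IX positive control for full effect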
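Test system: human HeLa cells, native beta-catenin. Compound dosing: 5 µM primary single dose, 0.1% DMSO, 0.02–20 µM confirmation series. Incubation: compound exposure 24 h at 37°C. Detection: beta-catenin immunostaining with DAPI counterstain, 20x imaging, 6 fields/well. Read-out basis: Nuclear/cytoplasmic beta-catenin signal ratio, % activation.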
Insulin prom up: MIN6 insulin promoter up-regulation; MIN6 insulin promoter-GFP reporter, high-content imaging; stronger effect = higher value; AID 1625; hit rate 0.3% among 190,000; z-score at 5 µM;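 active means z-score above 3 at 5 µM with at least 500 cells counted in the well; inconclusive means wells under 500 cells, flagged as cytotoxic or low count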
WT yeast gro inh mutant strain: second read-out of WT yeast gro inh, no call of its own (marks repeat the call); inhibition, %; mitochondrial fusion phenotypic screen, mutant strain inhibition
Dynein cargo inh cytoplasmic EGFP: second read-out of Dynein cargo inh, no call of its own (marks repeat the call); z-score; measured here: cytoplasmic GR-EGFP intensity; stronger effect = higher value
Dynein cargo inh nuclear GR-EGFP: also measured in Dynein cargo inh; calls as there; z-score; measured here: nuclear GR-EGFP intensity;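 lower value marks the stronger effect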
Dynein cargo inh cell count: further read-out of Dynein cargo inh, marked with its call; z-score; measured here: cell count per field
Insulin prom up cell count: also measured in Insulin prom up; calls as there; cell count; measured here: cytotoxicity, nuclei count;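 total cells summed across four imaged fields per well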
Lipid droplet cells 6.5 µM: further read-out of Lipid droplet, marked with its call; cell count; measured here: cell count, cytotoxicity flag;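 cells counted across two imaged fields per well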
bCat nuc transl cell count 5 µM: further read-out of bCat nuc transl, marked with its call; cell count; measured here: cell count, cytotoxicity flag
MT stabilize HCS Hoechst-high %: also measured in MT stabilize HCS; calls as there; % Hoechst-high responders; measured here: nuclear condensation Hoechst responders;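 share of cells brighter than vehicle mean plus two SD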
MT stabilize HCS cytotoxicity %: further read-out of MT stabilize HCS, marked with its call; toxicity, %; measured here: cytotoxicity by cell density;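 0% = mean cell density of plate MIN control wells and 100% = no cells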
Autophagy HCS cell loss 18 h: recorded beside Autophagy HCS, whose call it bears; toxicity, %; measured here: cell loss, nuclei count;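 cell loss after 18 h compound exposure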
* hit, by the source's call; i = inactive; ? = inconclusive; / = no result given.

SMILES	Yfh1-off respiration	HEK293 NOD2/NF-kB	WT yeast gro inh	WT yeast gro inh mutant strain	Lipid droplet	Lipid droplet cells 6.5 µM	Autophagy HCS	Autophagy HCS cell loss 18 h	Dynein cargo inh	Dynein cargo inh cytoplasmic EGFP	Dynein cargo inh nuclear GR-EGFP	Dynein cargo inh cell count	MT stabilize HCS	MT stabilize HCS Hoechst-high %	MT stabilize HCS cytotoxicity %	bCat nuc transl	bCat nuc transl cell count 5 µM	Insulin prom up	Insulin prom up cell count
COc1cc(C)c(S(=O)(=O)N2CCOCC2)c(C)c1C	i	26%	-12	-18	0	777	i	-10	-0.72	-0.32	-0.31	0.048	2.6	2.1	5.7	4.7	1020	-1	1400
O=C(COC(=O)c1cccc(O)c1)NCc1ccc2c(c1)OCO2	i	-2%	/	/	-18	776	/	/	-1.3	-0.26	-0.49	1.1	/	/	/	0.0	1306	-0.17	1025
CCOC(=O)Cc1csc(NC(=O)CCS(=O)(=O)Cc2ccccc2)n1	i	12%	-4	-8	-8	778	i	5	-0.8	-0.29	-0.17	0.15	2.6	0.6	38	2.2	885	-0.68	1247
CCC1=Nc2cc(C(=O)NCc3ccco3)ccc2Sc2ccc(C)cc21	i	-12%	23	7	?	/	i	38	-0.5	0.1	-0.45	0.39	4.2	58	36	74*	134*	-0.71	765
COc1cc(CNCCSc2nnnn2C)cc(OC)c1OC	i	-1%	1	2	4	792	i	0	-0.26	-0.23	-0.14	0.8	4.2	1.9	1.7	-3.1	1120	/	/
COc1ccc(NC(=S)N(CCc2c(C)[nH]c3ccccc23)Cc2ccco2)cc1	/	-5%	34	-8	0	735	i	11	-1.3	-0.21	0.17	0.044	2.6	3.5	3.4	-1.7	599	-0.1	1087
CC(C)Cc1ccc(C(C)C(=O)N2CCOCC2)cc1 (stereo not drawn)	i	4%	18	1	-25	580	i	1	0.057	-0.0095	0.062	0.48	5.1	2.3	2.4	0.8	1071	0.07	1856
O=C(NNC(=O)c1cccnc1)NC1CCCCC1	i	7%	3	-28	1	736	i	2	1.6	-0.3	0.85	-0.69	2.8	1.1	0.3	-1.3	1096	-0.43	1113
O=C(CN(Cc1ccc(F)cc1)C(=O)CCC(=O)Nc1ccccn1)NCc1ccco1	i	0%	5	13	/	/	i	-10	0.21	-0.21	0.3	-0.017	5.3	1.7	5.9	-0.2	1160	0.16	967
O=[N+]([O-])c1cccc(OCc2cn3cccnc3n2)c1	i	16%	-11	-20	5	703	i	15	2.5	-0.13	1.6	-1.9	4.3	2.7	4.6	/	/	-0.32	1224
CCSc1nnc(NC(=O)c2cccnc2Cl)s1	i	-7%	-10	-6	-15	742	i	1	0.16	-0.25	0.017	0.0063	3.9	1.5	3.7	8.4	360	/	/
Cc1nn(C(=O)C2CC2)c(C)c1Sc1ccc(Cl)cc1	i	6%	79*	31*	-4	784	i	2	/	/	/	/	1.5	1.5	7.5	-0.8	971	0.31	1194
CCC(C)/C(C)=N/NC(=O)c1ccccc1OCCOc1ccccc1 (stereo not drawn)	i	-8%	-3	16	-1	719	i	-2	0.097	-0.14	0.34	-0.4	3.5	2.7	5.9	-5.8	1060	1.4	1314
Cc1cc(NC(=O)c2c(F)cccc2Cl)no1	i	-12%	1	7	0	690	i	-2	1.5	-0.38	0.92	-0.12	1.9	3.1	8.7	-0.3	932	-0.52	1182
O=C(CNC(=O)c1ccccc1Cl)N/N=C/C=C/c1ccccc1	i	15%	-2	-18	15	686	i	-66	-0.69	-0.29	-0.65	0.76	1.7	2.7	5.2	0.7	1031	1.2	1553
C[C@]12CCC3c4ccc(OCC(=O)O)cc4CCC3C1CCC2=O (stereo partly drawn)	i	10%	/	/	0	680	/	/	0.58	-0.21	0.95	-1.2	/	/	/	0.1	1405	0.31	1046
Fc1ccccc1/C=N/n1c(-c2cccnc2)n[nH]c1=S	i	-13%	/	/	-32	657	/	/	-0.2	-0.28	-0.17	0.68	/	/	/	-0.2	1366	-0.35	1077
Cc1cccc(C(C#N)c2ccc(Cl)nn2)c1 (stereo not drawn)	i	-7%	-39	1	/	/	i	5	-0.11	-0.16	0.24	0.57	1.4	2.9	7.3	1.2	1024	1.7	983
COc1ccccc1-c1c(C)nn2c(C)cc(C)nc12	i	4%	9	-1	-36	627	i	11	-0.55	-0.21	-0.078	0.44	2.4	2.3	9.8	1.6	1092	-0.23	2018
Cc1cccc(C)c1-n1nnnc1S(=O)(=O)Cc1ccccc1Cl	i	-8%	26	16	-6	662	i	-1	-0.16	-0.26	0.14	1.1	3.7	1.5	6.3	-1.8	1123	0.49	1346
Cn1c(N)c(N=Nc2ccc(S(N)(=O)=O)cc2)c(=O)n(C)c1=O	i	-9%	/	/	5	744	/	/	-0.082	-0.24	-0.075	0.43	/	/	/	-2.2	1112	-0.1	1459
CN(C)C(CNC(=O)CN1C(=O)NC2(CCc3ccccc32)C1=O)c1ccco1 (stereo not drawn)	i	8%	5	8	-4	763	i	-4	0.16	-0.2	0.22	0.31	5.5	4.8	2.3	-4.2	1235	-0.04	1290
CCn1c(SCC(=O)N/N=C/c2ccc(O)c(OC)c2)nc2ccccc21	i	-2%	4	5	1	678	i	32	0.6	-0.25	0.38	-0.56	2.4	1.7	6.6	-1.1	536	0.02	1278
Cc1cc(C)nc(N(C#N)CN2C(=O)c3ccccc3C2=O)n1	i	-1%	5	22	/	/	i	-1	0.42	-0.36	0.11	0.02	2.5	1.8	4.8	-8.1	951	0.08	912
COc1ccc(-c2cc(C(=O)OCC(=O)NC(C)C)c3ccccc3n2)cc1	i	-6%	9	-2	10	672	i	-1	-0.63	-0.3	-0.4	1.2	3.5	1.8	4.4	-0.1	1149	0.31	1257
CN(C)c1c(F)cc(C(=O)NCc2ccccc2)cc1F	i	5%	/	/	-11	670	/	/	0.63	-0.29	0.43	0.03	/	/	/	-2.8	1161	-1.4	1519
COc1ccc(NC(=O)c2c([N+](=O)[O-])c(C(C)(C)C)nn2C)cc1	i	21%	/	/	-4	753	/	/	-0.64	-0.25	-0.25	0.96	/	/	/	0.3	1364	-0.3	1145
O=C(COc1ccccc1)N1CCN(S(=O)(=O)c2ccc(Cl)cc2)CC1	i	15%	3	-2	-3	779	i	8	0.2	-0.11	-0.12	-0.016	1.3	1.1	6.5	/	/	/	/
C=C(C)Cn1c(C2CC(=O)N(c3ccccc3F)C2)nc2ccccc21 (stereo not drawn)	i	0%	6	-7	-27	758	i	4	0.42	-0.25	1	-0.041	2.8	2.4	11	-2.5	534	-0.67	1258
COc1cccc(OC)c1C(=O)N1CCN=C1SCc1cccnc1	i	9%	10	9	/	/	i	-3	-0.27	-0.12	0.04	0.37	2.9	2.1	8.1	-3.1	1019	0.75	1445
CCCCNC(=O)CSc1nc2ccc(NC(=O)CSc3nnc(N)s3)cc2s1	i	27%	-8	-6	-1	704	i	-3	-1	-0.28	-0.36	0.91	5.7	2.5	9.6	-0.1	1076	1.3	1441
O=C1CN(C(=O)COC(=O)/C=C/c2ccc(OC(F)F)cc2)c2ccccc2N1	i	5%	-6	-12	-9	608	i	3	4	0.091	2.4	-1.5	5.2	1.5	14	-0.4	1063	1.7	1613
CCOc1cc2[nH]c(=S)n(CCCN3CCCC3=O)c(=O)c2cc1OCC	i	-7%	-5	-4	-16	668	i	2	0.51	-0.056	0.86	-0.22	3.7	3.0	16	/	/	0.11	1253
Cc1c(C)c2cc(Cl)c(O)c(CN(C)C)c2oc1=O	i	-3%	3	16	10	889	i	-3	0.77	-0.12	0.46	-0.066	3.8	1.8	2.6	0.2	1105	-0.16	1234
Cc1ccc(C(=O)NC2CC3CCC(C2)N3Cc2ccco2)cc1 (stereo not drawn)	i	23%	-15	8	-10	719	i	11	-0.92	-0.12	-0.24	0.71	1.4	2.2	4.7	0.5	593	/	/
CC(=O)c1ccc(N2CCC(c3cc(-c4ccc(Cl)cc4)n[nH]3)CC2)c([N+](=O)[O-])c1	i	-49%	12	28	/	/	i	2	0.27	-0.23	-0.13	-0.53	2.0	1.2	7.3	/	/	/	/
Cc1ccc(CNCC(O)(c2ccc(F)cc2)c2ccc(F)cc2)cc1	i	12%	32	13	/	/	i	3	/	/	/	/	2.5	0.3	1.8	/	/	/	/
O=C(NC(Cc1ccccc1)C(=O)O)/C(=C/c1ccccc1)NC(=O)c1cccc(Br)c1 (stereo not drawn)	i	4%	-7	2	10	722	i	-1	-0.67	-0.25	-0.62	1.3	2.7	2.7	8.6	1.2	1064	-0.18	1231
CCCNC(=O)C(=O)NCc1ccccn1	i	18%	11	11	0	717	i	-34	3.3	-0.17	1.9	-1.6	3.0	1.5	12	-0.2	1507	0.18	1556

A portion of the library. The share of hits here may be higher or lower than overall.
